Assay outcomes from PubChem BioAssay.
miR122 inh – inhibitors of miR-122 in Huh7 cells | activation (reporter increase), % at 12.5 µM | 340,000 compounds, 0.3% hits | AID 602342 | Huh7 miR-122 Renilla luciferase sensor, 48 h; neutral wells = 0, positive control = 100;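 active means mean replicate activation score at least 90 and every replicate individually at or above 90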;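 further: higher luciferase means less miR-122 activity so hits act as miR-122 inhibitors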
INS-1E GSIS act – primary screen for activators of insulin secretion dependent on glucose, INS-1E cells, GLuc reporter luminescence. INS-1E GLuc reporter insulin secretion, 2-3 h. 370,000 compounds, 0.61% hits. activation, % at 16.6 µM;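 active means lowest replicate activation of at least 40%, so every replicate reaches that level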;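 further: 0% = median of neutral control wells and 100% = median of IBMX positive control wells; some compounds called inactive have numbers as strong as hits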
C2C12 statin – suppression of simvastatin myotoxicity. C2C12 myotubes + simvastatin, ATP luminescence, 48 h; scaled: DMSO 0, geranylgeraniol control 100. rescue of ATP level, % at 7.49 µM. 330,000 compounds, 0.78% hits. AID 602340;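 active means mean ATP rescue above about 67%, or every replicate alone reaching that limit, limit read from the data, passing the limit was not always enough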;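 further: myotubes were challenged with 10 µM simvastatin during compound exposure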
Cneo AK release – Cryptococcus neoformans lysis via adenylate kinase release; C. neoformans lysis, adenylate kinase release luminescence, 4 h; normalised: neutral wells 0, clomiphene wells 100; 360,000 compounds, 0.2% hits; lysis activity, % at 15 µM; AID 651654;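 active means mean lysis activity across replicates of at least 80%, whatever share of replicates individually reach that level; inactive means mean lysis activity below 80%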
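Schedule: static 4 h at 37 °C with compound, 1 h detection; system: C. neoformans cells; benchmarks: Clomiphene as positive control; buffer or medium: fresh YPD medium; measure: luminescence rise reflecting yeast cell lysis; measured by: luminescent adenylate kinase detection reagent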
PGC1a acetyl inh – modulators of PGC1a acetylation; U2OS PGC1a acetylation, AlphaScreen anti-acetyl-lysine; with virally co-expressed GCN5 acetyltransferase; inhibition, % at 15.6 µM; 350,000 compounds, 0.17% hits; AID 651687;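 active means every replicate shows inhibition of at least 40%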;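 further: 0% = neutral control wells and 100% = positive control wells; some results beyond the cut were filed as inactive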
PglD DTNB – blocks C. jejuni PglD acetyltransferase activity. AID 602405. purified PglD enzyme, DTNB colorimetric CoA detection. inhibition, % at 12.5 µM. 360,000 compounds, 0.098% hits; in the data active means inhibition above about 16%, passing the limit was not always enough; further: strong numbers were not always called active
FN deposition inh – fibronectin deposition inhibition; inhibition, % at 12.6 µM; AH1F fibroblasts, Alexa488-fibronectin deposition fluorescence, overnight; 350,000 compounds, 0.086% hits; AID 743247;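 active means mean inhibition across replicates of 30% or more, regardless of how many single replicates reach that level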;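 further: positive control wells lacked labelled fibronectin entirely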
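material = AH1F fibroblast monolayer depositing Alexa488-labelled fibronectin into matrix | amount = 10000 AH1F cells/well | buffer or medium = DMEM plus 2% serum, read in PBS | incubation = 1 h cell adhesion before compound, then overnight fibronectin incubation | detection = fluorescence at 485 nm excitation, 525 nm emission | evaluation = percent inhibition as loss of matrix-bound fibronectin fluorescence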
F508del corr – CFTR F508del correction in bronchial cells; 350,000 compounds, 0.36% hits; CFBE cells, YFP halide quenching; stimulated with forskolin plus potentiator P3; % fluorescence drop versus neutral controls; activity (quench increase), % at 7.58 µM;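 active means mean added fluorescence quench of at least 8% versus neutral control, with both replicates also reaching 8%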;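 further: cells transiently co-express mutant CFTR-F508del with the halide-sensitive YFP; corrector assay measuring rescue of mutant channel to the surface after 24 h compound exposure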
An asterisk follows results filed as active; x = no result given; [ ] = dose if it differs, or a comment. An unsorted share of the library, and some 2.1% of all compounds hit somewhere here.

SMILES	miR122 inh	INS-1E GSIS act	C2C12 statin	Cneo AK release	PGC1a acetyl inh	PglD DTNB	FN deposition inh	F508del corr
CCC(C)[C@H](N)c1nnc(SCc2cccc(F)c2)o1 (stereo not given in full)	2	-20	2	3	6	5	x	0.3
CCNC(=O)C1CCCN(C(=O)c2ccccc2)CC1 (stereo not given)	x	-3	-5	3	x	1	3	-4.1
O=C(NCc1ccc(F)cc1)c1cccc(S(=O)(=O)N2CCCC2)c1	3	x	13	2	9	3	x	x
C[C@@H]1CN([C@@H](C)CO)C(=O)c2cc(NC(=O)NC3CCCCC3)ccc2O[C@@H](C)CCCCO[C@@H]1CN(C)Cc1ccc(C(=O)O)cc1	9[16.7 µM]	1	x	1	11	1	x	-0.3
Cn1cnnc1SCC(=O)NNC(=O)c1ccc(Cl)cc1	6	-21	1	x	x	x	6	x
CC1Cc2ccccc2N1C(=O)CN1C(=O)COc2ccccc21 (stereo not given)	1	x	7	0	-19	x	x	x
CCOc1ccc(C(CC(=O)O)NC(=O)c2ccco2)cc1 (stereo not given)	-10	x	5	8	x	5	-10	x
Cc1ccc(NC(=O)COC(=O)c2ccco2)cc1S(=O)(=O)N1CCOCC1	4	-2	-4	-2	3	7	-1	0.0
C[C@H]1CN([C@@H](C)CO)C(=O)c2cc(-c3cccc(C#N)c3)cnc2O[C@@H]1CN(C)Cc1ccc(F)cc1	-3[16.7 µM]	-5	0	0	-11	-1	x	-0.3
O=C(NCCN1CCN(Cc2ccccc2Cl)CC1)Nc1ccccc1	1	-1	-32	-1	6	-4	x	0.7
CO[C@H]1CN(C)C(=O)c2cc(NS(=O)(=O)c3ccc(Cl)cc3)ccc2OC[C@@H](C)NC[C@H]1C	21[16.7 µM]	6	6	-2	-14	2	5	-0.4
CCCCNC(=O)Nc1nnc(-c2ccccc2)o1	-1	x	-13	0	12	39*	-16	x
Cc1ccc2c(c1)NC(=O)C(CC(=O)NCCCN1CCCC1=O)O2 (stereo not given)	0	-17	4	0	x	-6	-2	-2.4
N#CC(c1ccncc1)(c1ncc(C(F)(F)F)cc1Cl)N1CCOCC1 (stereo not given)	-11	63	-1	2	-4	-7	-13	1.2
O=C(Cn1nnc(-c2ccc(CN3CCOCC3)cc2)n1)NC1CCCCC1	-5	x	10	2	x	-2	x	x
COc1ccc(C(=O)CSc2nc3ccc([N+](=O)[O-])cc3[nH]2)cc1	3	23	x	-1	6	0	7	x
COc1ccc(C#Cc2ccc3c(c2)[C@H]2[C@H](CCN2C(=O)C2CC2)[C@H](CO)N3)cc1	-2[16.7 µM]	0	-1	-8	0	-1	-1	1.3
COC(=O)c1ccccc1NC(=O)c1cnn2cccnc12	x	50	x	1	-1	3	2	-0.7
CC(OC(=O)CNC(=O)C12CC3CC(CC(C3)C1)C2)C(=O)Nc1ccc(N2CCOCC2)cc1 (stereo not given)	-5	x	0	1	-10	7	x	x
O=C(CCCCCCCC(=O)N1CCCCCC1)N1CCCCCC1	2	7	2	x	13	x	-2	6.5
CCN1C(=O)[C@H]2[C@@H](c3ccc(SC4CCCCC4)c(OC)c3)N3CCCC[C@@]3(C(=O)OC)[C@H]2C1=O	-5	x	-50	2	-7	7	-6	1.2
COc1cccc(CNC(=S)Nc2ccc3c(c2)c(=O)n(C)n3Cc2ccc(F)cc2)c1	-8	-6	6	0	0	0	-5	0.5
CC1(C)CC(=O)C2=C(C1)Nc1ccccc1N(C(=O)C1CC1)C2c1ccco1 (stereo not given)	3	2	-13	-1	-7	10	0	-0.7
CN1CCC(=NNC(=O)CSCc2ccccc2)CC1	-1	-16	16	x	-14	x	x	x
S=C(CSc1ccccc1)Nc1cccc2ccccc12	3	x	-2	12	-4	1	-2	-1.1
CCOc1ccccc1NC(=O)c1ccc2nccnc2c1	2	x	-39	2	19	2	x	x
COc1cc(/C=C/C(=O)O)cc(Br)c1O	-12	8	-15	0	8	-1	-1	-0.3
COc1ccc(C(NC(=O)/C=C\c2ccco2)c2ccc(OC)c(OC)c2)cc1 (stereo not given)	-6	x	x	-2	x	-4	8	x
O=C(OCC(=O)N1CCc2ccccc21)c1ccc([N+](=O)[O-])cc1	4	9	-3	-1	-1	0	3	-7.6
O=C1CC(N2CCN(c3ccc(S(=O)(=O)N4CCCC4)cc3)CC2)C(=O)N1c1ccc(F)cc1 (stereo not given)	-6	-9	x	-2	4	1	x	x
CCN(CC(=O)Nc1c(F)cccc1F)C(=O)c1cccc(S(=O)(=O)N2CCc3ccccc3C2)c1	-2	-22	-15	x	x	x	-2	0.0
O=c1[nH]cc(NCCc2ccccc2)c(=O)[nH]1	0	-9	-3	1	2	-7	-3	1.0
CCOC(=O)Cc1c(C)nc2c(-c3ccccc3)c(C)[nH]n2c1=O	5	11	13	0	-10	-1	12	x
COCC(=O)Nc1ccc2c(c1)C(=O)N(C)C[C@H](OC)[C@@H](C)CN(Cc1ccccn1)[C@H](C)CO2	x	1	-7	0	8	0	9	3.2
CN1C(=O)c2cc(NC(=O)Cc3cccs3)ccc2OC[C@@H]2O[C@@H](CC(=O)O)CC[C@@H]21	9[16.7 µM]	1	6	-5	4	0	8	0.5
O=C(CSc1cc(Cl)ccc1Cl)Nc1ccc(N2CCOCC2)cc1	x	-25	4	3	x	2	-2	-9.4
Cc1cccc(N(CC(O)CN2CCOCC2)S(=O)(=O)c2ccccc2)c1 (stereo not given)	1	-3	13	-1	6	-1	-10	0.5
O=C(Cc1ccc(Cl)cc1)NCC(=O)N1CCCC1	-3	x	-5	-14	-3	3	x	x
OC(CCN1CCOCC1)c1ccccc1 (stereo not given)	-3	10	-2	-3	9	0	-4	-3.2
O=[N+]([O-])c1cccc(S(=O)(=O)Nc2cccc(-c3ccc(N4CCOCC4)nn3)c2)c1	4	9	1	-3	1	5	-1	-3.4
COc1ccc(OCCSc2nnc(CCNC(=O)c3ccc(OC)cc3)n2C)cc1	-4	x	-8	-3	-12	-2	x	x
C[C@@H]1CCCCO[C@@H](CN(C)C(=O)CCC(F)(F)F)[C@H](C)CN([C@@H](C)CO)C(=O)c2cc(NC(=O)c3ccccc3)ccc2O1	-2[16.7 µM]	-18	x	-2	0	1	-10	-0.2
CCSCC1COC(c2cccn2Cc2ccc(C)cc2)=N1 (stereo not given)	7	x	-1	3	-8	4	-1	x
C#CCN(C[C@@H]1[C@@H](OC(=O)NCc2ccc(OC)c(OC)c2)[C@@H](OC(=O)NCc2ccc(OC)c(OC)c2)Cn2c(=O)n(CCCCCC)c(=O)n21)S(=O)(=O)c1ccc(C)cc1	-9	13	19	-1	2	2	-1	4.7
O=C(CSCc1c(Cl)cccc1Cl)NN1C(=O)c2ccccc2C1=O	1	-18	-15	-2	0	-2	-5	x
O=C(O)c1nnn(-c2cc(C(F)(F)F)cc(C(F)(F)F)c2)c1-c1ccccc1	2	6	-11	-2	2	0	1	0.6
COc1cc(NC(=O)CSCc2cnn(-c3ccccc3)c2-n2cccc2)cc(OC)c1	-9	x	3	-2	-10	-3	x	x
CC(C)C(NC(=O)c1ccccc1)C(=O)NCCc1ccccc1 (stereo not given)	1	23	-2	x	x	x	3	-2.8
CN(C)CC#Cc1ccc([C@@H]2[C@H]3CN(C(=O)Nc4ccccc4F)CCCCN3[C@H]2CO)cc1	23[16.7 µM]	11	3	1	x	-6	x	0.1
CC(OC(=O)C1=COCCO1)C(=O)NC(C)c1ccc(Cl)cc1Cl (stereo not given)	-5	6	-2	0	6	-3	-8	-0.2
NC(=O)c1ccc(-n2nnnc2SCc2ccccc2)cc1	1	x	-1	-1	-12	5	x	x
COc1ccc(CNC(=O)C2CCN(c3cc(C(=O)Nc4cccc(OC)c4)ccn3)CC2)cc1	x	-6	-17	2	x	-1	11	2.0
COc1cc(/C=N/NC(=O)c2ccc(CN(C)S(=O)(=O)c3ccc(C)cc3)cc2)ccc1O	x	5	x	x	-8	x	1	-1.3
Cc1ccc2c(c1)C(c1ccccc1)N(C(=O)c1ccc(Br)o1)CC(=O)N2 (stereo not given)	13	x	16	-1	-3	1	20	-2.0
CCOCc1nnc(NC(=O)CCc2ccccc2)s1	-3	x	6	3	x	-3	1	x
CCOC(=O)Cn1c(=O)c2c(nc3n2CCN3Cc2ccccc2)n(C)c1=O	-3	x	134*	2	4	0	x	x
Cc1cc(C)n(-c2ccc(C(=O)Nc3cccnc3)cc2)n1	1	0	x	2	-14	-2	4	3.8
CC1=CCC(C(=O)O)(C(=O)N/N=C/c2cccnc2)C(c2ccccc2)C1 (stereo not given)	-1	-3	x	x	0	x	-2	0.9
CNC(=O)c1ccc(NC(=O)c2ccc3c(=O)n4c(nc3c2)CCC4)cc1	-5	6	-4	0	3	-1	4	-4.1
COC(C/C=C\[C@@H](O)[C@@H](C)OCc1ccccc1)OC	-1	-6	x	0	-1	-7	9	3.1

Carrying on:
SMILES	miR122 inh	INS-1E GSIS act	C2C12 statin	Cneo AK release	PGC1a acetyl inh	PglD DTNB	FN deposition inh	F508del corr
CCC(Cc1ccccc1)NS(=O)(=O)c1c(C)nc2scc(C)n2c1=O (stereo not given)	7	-10	-9	15	-13	3	9	1.5
CCCC#Cc1cnc2c(c1)C(=O)N([C@H](C)CO)C[C@H](C)[C@@H](CN(C)C(=O)NCCC)O2	-6[16.7 µM]	-10	9	-2	-1	-4	x	1.5
Cc1noc(C)c1S(=O)(=O)Nc1ccc2c(c1)C(=O)N([C@@H](C)CO)C[C@@H](C)[C@@H](CN(C)Cc1ccc(C(F)(F)F)cc1)O2	0[16.7 µM]	-30	20	17	1	-2	-12	1.6
Cc1cc(-c2ccccc2)nc2[nH]n(-c3ccccc3)c(=O)c12	-6	x	-15	-1	x	-5	-33	x
Cc1nc(-c2ccccn2)nc(N(C)c2ccccc2)c1Cl	0	-10	11	-1	x	3	4	1.6
Cc1cc(C)c(S(=O)(=O)c2cccc(Br)c2C)c(=O)[nH]1	33	8	-6	-2	7	-1	0	-0.4
C[C@H](CO)N1C[C@H](C)[C@H](CN(C)Cc2ccc(C(=O)O)cc2)OCCCC[C@H](C)Oc2ccc(NS(=O)(=O)c3ccccc3)cc2C1=O	-3[16.7 µM]	28	-14	54	15	0	0	-4.2
CC(C)CCOC(=O)C1C2C=CC3(CN(Cc4cccs4)C(=O)C13)O2 (stereo not given)	x	-3	2	6	x	-2	1	4.0
